CAL PDZ FP-1 – inhibitors of human CAL PDZ peptide binding; Q9HD26; purified CAL PDZ, TMR-peptide fluorescence polarization, 1 h; inhibition, % at 24.9 µM; hit rate 0.92% among 300,000; AID 602252;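 active = mean inhibition of at least 30% with at least half of replicates also reaching 30%; inconclusive = no clear call, values can overlap the other calls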;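 note: 0% = DMSO neutral control and 100% = excess unlabeled competitor peptide PRC23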
dFosB act – enhances mouse delta FosB homodimer DNA binding; P13346; purified delta FosB, TAMRA-CDK5 oligo fluorescence polarization; percent of positive-control signal above neutral wells; activation, % at 25 µM; hit rate 0.99% among 340,000; AID 493131;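 active = mean activation above about 17%, with every replicate also reaching it, limit read from the data, passing the limit was not always enough; inconclusive = only one of the two conditions met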;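 note: fluorescence polarization rise as delta FosB binds a TAMRA Cdk5 AP-1 oligo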
SR-BI HDL uptake – inhibitors of mouse SR-BI mediated HDL lipid uptake | inhibition, % at 12.5 µM | Q61009 | ldlA[mSR-BI] CHO cells, DiI-HDL uptake fluorescence, 3 h | hit rate 0.96% among 320,000;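 active = mean replicate inhibition of at least 70% and a set share of replicates each scoring 70 or more; inconclusive = meets just one of the two criteria; inactive = fails both criteria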;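 note: 0% = median of neutral control wells and 100% = median of positive control wells; values of inactives mirror those of a sister screen read the other way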
Target sequence (Q61009 whole entry, looked up): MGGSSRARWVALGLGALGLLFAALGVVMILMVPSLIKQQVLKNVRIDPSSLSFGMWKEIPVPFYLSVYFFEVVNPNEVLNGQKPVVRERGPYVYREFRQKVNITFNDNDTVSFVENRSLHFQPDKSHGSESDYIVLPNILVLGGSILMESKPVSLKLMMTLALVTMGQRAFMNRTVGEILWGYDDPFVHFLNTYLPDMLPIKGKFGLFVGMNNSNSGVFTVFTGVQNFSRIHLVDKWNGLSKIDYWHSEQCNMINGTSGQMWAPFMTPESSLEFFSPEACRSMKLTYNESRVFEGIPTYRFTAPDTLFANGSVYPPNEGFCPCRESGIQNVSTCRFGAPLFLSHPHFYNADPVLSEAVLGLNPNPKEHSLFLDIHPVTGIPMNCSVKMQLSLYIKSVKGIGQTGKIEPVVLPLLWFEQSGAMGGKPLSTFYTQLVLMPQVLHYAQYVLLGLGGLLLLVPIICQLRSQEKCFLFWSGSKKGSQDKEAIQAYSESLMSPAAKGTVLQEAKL
SR-BI uptake up – SR-BI HDL lipid transfer activation | CHO ldlA[mSR-BI] cells, DiI-HDL uptake fluorescence, 3 h; 100 = double the neutral-control signal | activation, % at 12.5 µM | hit rate 0.096% among 320,000;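 active = mean replicate activation of at least 60% and every replicate at or above 60%; inconclusive = mean or all-replicate condition met, but not both; inactive = mean below 60% and not all replicates reaching 60%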;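 note: 0% = median plate neutral-control signal and 100% = twice that signal; values of inactives mirror those of a sister screen read the other way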
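Assay system: LDL receptor-deficient CHO ldlA cells overexpressing murine SR-BI / Medium: BSA-supplemented, HEPES-buffered Ham's F12, pH 7.4 / Probe or stimulus: DiI-labelled HDL at 10 µg/mL final / Timing: compound with DiI-HDL co-incubation, 3 h at 37 °C / Technique: bottom-read cell fluorescence after medium removal, ex 550/em 595 nm / Measure: HDL uptake via cellular fluorescence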
PfHsp90 set2 – reduces growth (ATP signal) of yeast expressing P. falciparum Hsp90. S. cerevisiae expressing PfHsp90, BacTiter-Glo ATP, 48 h; yeast lacking PDR1 and PDR3 efflux regulators. inhibition, % at 9.4 µM. hit rate 0.32% among 310,000. AID 504621;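 active = every replicate shows inhibition above about 80%, whatever the replicate mean, limit read from the data; inconclusive = mean inhibition reaches the set limit but some replicate falls short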;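 note: 0% = DMSO neutral controls and 100% = 20 µM radicicol positive controls; yeast relying on Plasmodium falciparum Hsp90 in place of its own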
PvdQ inh – P. aeruginosa PvdQ acylase inhibition | purified PvdQ acylase, fluorescence plate reader | inhibition, % at 10 µM | hit rate 0.063% among 340,000 | AID 488965; in the data active = inhibition above about 30%, passing the limit was not always enough; inconclusive = no clear call, values can overlap the other calls;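 note: 0% = vehicle neutral wells and 100% = reference inhibitor wells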
NSD2 inh – blocks human histone methyltransferase NSD2. NSD2 peptide methylation, AlphaScreen, 120 min. inhibition, % at 12.5 µM. hit rate 0.54% among 310,000; in the data active = inhibition above about 50%
MITF TRPM1 HTS – increases MITF-driven TRPM1 promoter luciferase signal; SK-MEL-5 TRPM1-promoter luciferase, 24 h; % of positive control, neutral wells = 0; hit rate 0.75% among 300,000; activation, % at 12.5 µM; AID 588334;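 active = mean activation of at least 80% with every replicate also reaching 80%; inconclusive = mean reaches 80% but some replicate falls short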;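 note: 0% = neutral control wells and 100% = parthenolide positive control wells; values of inactives mirror those of a sister screen read the other way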
CAL PDZ FP-2 – human CAL PDZ-peptide interaction inhibition. Q9HD26. purified CAL PDZ, TMR-peptide fluorescence polarization, 1 h. inhibition, % at 20 µM. hit rate 0.02% among 330,000. AID 504414;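 active = highest replicate inhibition of at least 40%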;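 note: plate controls were DMSO neutral control wells for no effect and unlabeled competitor peptide control wells for full effect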
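material = purified tagged CAL PDZ domain construct (CerCALP) | compound dosing = 20 µM, one dose | times = 1 h at RT | measured by = fluorescence polarization from S- and P-plane intensities, G-factor corrected | read-out = inhibition from polarization loss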
Rtt109 Vps75 – blocks Candida albicans Rtt109/Vps75 acetyltransferase activity. purified Rtt109/Vps75, ThioGlo CoA-SH fluorescence, 4 h. Q5AAJ8. hit rate 0.16% among 330,000. inhibition, % at 34.9 µM. AID 540336;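 active = inhibition of at least 50% in every replicate; inconclusive = best replicate reaches 50% inhibition but some replicates fall short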
Target sequence (Q5AAJ8 whole entry, looked up): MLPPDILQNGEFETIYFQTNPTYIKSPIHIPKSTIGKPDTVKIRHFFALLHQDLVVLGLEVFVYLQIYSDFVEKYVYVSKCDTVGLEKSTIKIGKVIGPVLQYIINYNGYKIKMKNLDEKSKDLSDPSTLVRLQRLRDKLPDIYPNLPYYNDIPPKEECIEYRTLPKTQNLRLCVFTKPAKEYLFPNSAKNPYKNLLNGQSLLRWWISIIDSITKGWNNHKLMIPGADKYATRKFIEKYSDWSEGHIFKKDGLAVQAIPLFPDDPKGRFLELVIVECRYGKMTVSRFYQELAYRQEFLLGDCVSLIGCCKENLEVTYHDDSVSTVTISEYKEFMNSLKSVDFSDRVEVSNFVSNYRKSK
* marks the source's active call; other numbers are inactive results; ? = inconclusive; / = no result given.

SMILES | CAL PDZ FP-1 | dFosB act | SR-BI HDL uptake | SR-BI uptake up | PfHsp90 set2 | PvdQ inh | NSD2 inh | MITF TRPM1 HTS | CAL PDZ FP-2 | Rtt109 Vps75
CC(=O)NNC(=O)CCn1nnc2ccccc21 | -3 | 4 | -5 | 5 | 15 | -14 | -4 | -2 | -2.0 | -2
Cc1cc(N)n2nc(-c3ccccc3)cc2n1 | 2 | -13 | -33 | 33 | 21 | -10 | -3 | 17 | -1.0 | -7
O=C(NCC1CCCO1)C(c1ccc(F)cc1)N(Cc1ccc2c(c1)OCO2)C(=O)c1ccc(CN2CCOCC2)o1 (configuration not stated) | 0 | -8 | -29 | 29 | 11 | -2 | / | -11 | 0.4 | -3
CNCC(C)COc1ccccc1OCc1ccccc1 (configuration not stated) | -1 | 5 | -18 | 18 | 2 | 27 | 11 | -3 | -0.3 | 5
Cc1oc(-c2ccc(Cl)cc2)nc1CS(=O)CC(=O)NC1CCCCCC1 (configuration not stated) | 0 | -10 | 15 | -15 | 13 | 8 | 20 | -11 | -2.7 | 12
Cc1nn(C(C)C(=O)NCCCN2CCCCCC2)c(=O)c2c1sc1ccccc12 (configuration not stated) | 3 | -4 | 0 | 0 | 17 | -14 | 2 | 2 | -1.9 | -2
COc1ccc(Oc2c(O)c3ccccc3n(C)c2=O)cc1 | 18 | -2 | -35 | 35 | -5 | 2 | 1 | -13 | -2.5 | /
CCC(=O)N/N=C(\C)CC(=O)Nc1cccc([N+](=O)[O-])c1 | -3 | 5 | -9 | 9 | -7 | -8 | -2 | 7 | -2.1 | 2
CSC(=O)NC(=O)NC(=O)c1ccc([N+](=O)[O-])cc1 | -2 | -9 | -3 | 3 | -12 | -18 | -5 | 1 | -0.6 | 8
Cc1ccc(N2C(=O)[C@@H]3[C@H](C2=O)C2c4ccccc4C=NN2[C@@H]3C(=O)c2ccc(Cl)cc2)cc1 (some centres not stated) | -3 | 3 | -3 | 3 | -4 | -5 | -2 | 1 | -5.3 | -6
COCCN(C(=O)c1csnn1)C(C(=O)NC1CCCC1)c1ccc(C)cc1 (configuration not stated) | 5 | -5 | 2 | -2 | -11 | -6 | 3 | 3 | -1.2 | 1
CCN(Cc1ccccc1)C(=O)c1nn(-c2ccc(OC)cc2)c(=O)c2c1c1ccccc1n2C | -24 | -5 | 6 | -6 | -49 | 23 | -1 | -1 | -2.2 | 5
CNC(=O)c1c[nH]n2c(=O)c(Cc3ccccc3F)c(C)nc12 | -6 | 0 | -7 | 7 | -26 | -7 | / | 0 | -1.9 | -6
Cc1cc(Nc2cccc(Cl)c2)c2ccccc2n1 | 0 | -13 | 20 | -20 | 7 | 2 | 0 | -14 | -1.9 | -2
N=c1c2c3c(sc2ncn1N)CCCC3 | / | -2 | -3 | 3 | 7 | -4 | 0 | -2 | -1.7 | 5
Cc1cc(NC(=O)CSC2=NS(=O)(=O)c3cc(Cl)ccc3N2)no1 | -3 | 7 | -1 | 1 | 11 | -15 | 10 | 1 | -0.5 | -9
COc1ccc(OC)c(NC(=O)C23CCC(C)(C(=O)O2)C3(C)C)c1 (configuration not stated) | -2 | -7 | 6 | -6 | 42 | -24 | -1 | -1 | -1.1 | 3
CCS(=O)(=O)c1ccc2c(c1)N(S(C)(=O)=O)CC(C(=O)NCCOC)O2 (configuration not stated) | -1 | -1 | -19 | 19 | 29 | 10 | -2 | 4 | -0.4 | -3
CCOCCc1nnc(NC(=O)c2cccs2)s1 | 0 | -3 | 1 | -1 | 0 | -2 | -2 | 15 | -0.8 | -5
COc1ccc(NC(=O)CCC(=O)c2cc(C)sc2C)cc1 | -2 | -4 | 0 | 0 | / | -8 | -6 | 11 | -2.3 | -4
CCOc1ccccc1CNC(=O)c1cc2oc3ccccc3c2n1C | 1 | -11 | 55 | -55 | / | -5 | / | / | -0.6 | 4
COc1cccc(C2=CC(c3ccc(OC)c(OC)c3OC)n3nnnc3N2)c1 (configuration not stated) | 1 | -5 | -2 | 2 | -8 | 4 | 16 | -6 | -0.2 | -3
Cc1ccc2c(Cl)c(C(=O)Nc3nn[nH]n3)sc2c1 | 5 | -12 | -5 | 5 | 3 | 15 | 12 | 3 | -1.4 | -3
O=C(NNC(=S)NC(=O)c1ccccc1[N+](=O)[O-])c1ccccc1 | 6 | -2 | / | / | -24 | -2 | -1 | -18 | -1.4 | 3
C=CCNc1nc(Nc2ccc(-c3nc4ccccc4o3)cc2)nc(N2CCOCC2)n1 | -1 | 28* | 21 | -21 | -3 | 5 | 1 | 16 | -2.6 | /
COc1ccc(CNC(C)(C)C)cc1Cl | 2 | 10 | 2 | -2 | -5 | 1 | -7 | -9 | 0.1 | -12
c1nc(N2CCCC2)c2[nH]cnc2n1 | / | -5 | -31 | 31 | 15 | -7 | -5 | -6 | -1.8 | -3
COc1ccc(/C=N/NC(=S)Nc2ccccc2)cc1COc1ccc(Br)cc1 | 5 | -16 | 30 | -30 | -33 | -8 | / | -9 | -0.3 | 5
O=C(NC1CC(=O)N(c2ccc3c(c2)OCCO3)C1)N1CCC(O)CC1 (configuration not stated) | -2 | -2 | -20 | 20 | -16 | -9 | -1 | -1 | -2.4 | -8
COC(=O)c1ccccc1S(=O)(=O)N1CCCC(c2nc3c(nnn3Cc3ccc(C)cc3)c(=O)[nH]2)C1 (configuration not stated) | -2 | -13 | / | / | -37 | -4 | 3 | 1 | -1.9 | 17
CCc1ccc(OC(C)C(=O)Nc2ccc(S(=O)(=O)Nc3nccs3)cc2)cc1 (configuration not stated) | 2 | -2 | -18 | 18 | 12 | -23 | 4 | -3 | -4.5 | 3
CC(=O)c1ccc(C(=O)Nc2ccc(N3CCOCC3)cc2)cc1 | 1 | 1 | 2 | -2 | -6 | -3 | -4 | 0 | -0.8 | 4
O=C(Cc1cccs1)NNC(=S)NC(=O)c1ccco1 | 1 | -8 | 2 | -2 | 11 | -13 | 10 | -15 | -1.1 | -2
CC(OC(=O)c1ccc(S(=O)(=O)NCc2ccco2)cc1)C(=O)Nc1ncc(Cl)cc1Cl (configuration not stated) | -20 | -4 | 19 | -19 | 6 | -14 | 1 | 5 | -3.5 | -8
Cc1c(Cc2ccccc2)c(=O)[nH]c(=O)n1C | 2 | 4 | -4 | 4 | -21 | -11 | -1 | -11 | 0.0 | -4
Cc1occc1C(=O)N1CCN(S(=O)(=O)c2ccccc2)CC1 | 3 | 6 | -35 | 35 | 2 | 7 | 0 | 9 | -1.2 | 9
O=C(NCCCn1ccnc1)c1ccccc1Cl | -5 | 2 | -5 | 5 | 11 | 6 | -4 | -7 | 0.7 | 2
COc1ccc(C(C(=O)NC(C)(C)C)N(C(=O)CNC(=O)c2cccs2)c2ccc(NC(C)=O)cc2)cc1OC (configuration not stated) | -3 | -4 | -9 | 9 | -4 | -6 | -2 | -3 | -0.4 | -8
CCO[C@@H]1OC(C(=O)NC2CC2)=C[C@H](c2csc3ccccc23)[C@H]1CCCO | -7 | 0 | 21 | -21 | 24 | -17 | / | -3 | -1.3 | 6
COc1cc(C)ccc1OCCOc1ccccc1Cl | -4 | -13 | 4 | -4 | -18 | -10 | -2 | 90* | -0.3 | -1
O=C(NC1c2ccccc2-c2ccccc21)c1ccco1 | -1 | 7 | 9 | -9 | -17 | -17 | 0 | -15 | -0.6 | 1
COc1ccccc1-c1nnc2sc(COc3ccc(F)cc3)nn12 | -6 | -11 | 10 | -10 | -5 | -1 | 1 | -4 | -1.6 | -11
COc1ccccc1N/C=C/C(=C(C#N)C#N)N(C)C | -1 | -2 | 24 | -24 | 25 | -12 | 2 | -9 | -2.3 | 11
NC(=O)c1oc2ccccc2c1NC(=O)c1ccco1 | / | -40 | -9 | 9 | -1 | -3 | / | 5 | -3.1 | 5
Cc1ccc(S(=O)(=O)CCC(=O)N(Cc2nnc(-c3ccc(Cl)cc3)o2)C2CC2)cc1 | -1 | -1 | 5 | -5 | / | -9 | 11 | 28 | -0.7 | 2
CN1CCc2c(OCC(=O)N3CCC(Cc4ccccc4)CC3)cccc2C1=O | -2 | -7 | 12 | -12 | / | -8 | -3 | -22 | 0.0 | 1
COc1cccc(NC(=O)C(=O)NCCC2CCCCN2S(=O)(=O)c2cccs2)c1 (configuration not stated) | 3 | 1 | 20 | -20 | 4 | 4 | -1 | 96* | -2.6 | 12
COc1ccccc1NC(=O)CCNS(=O)(=O)c1ccc2c(c1)CCN2C(C)=O | -11 | -9 | -1 | 1 | 4 | -13 | -6 | 7 | -1.2 | 1
COc1ccc(C(=O)CC(=O)C(=O)Nc2ccc([N+](=O)[O-])cc2C)cc1 | 1 | -4 | -19 | 19 | 0 | 11 | 5 | / | -0.2 | 19
COc1ccc(-c2c(C#N)c(N)nc(Sc3ccc(Cl)cc3)c2C#N)cc1 | 6 | 121* | -14 | 14 | -17 | -15 | -1 | / | 0.4 | 3
Cc1c(Cl)cccc1NC(=O)NNC(=O)CCc1ccccc1 | -5 | -1 | -10 | / | -1 | -6 | 25 | -1 | -1.0 | -12
Cn1c(=O)[nH]c(=O)c2c1nc(CN1CCN(Cc3ccccc3)CC1)n2CC(N)=O | -5 | -6 | 11 | -11 | 5 | -11 | / | -4 | -0.7 | -4
CC1CC(C)CN(C(=O)CCCn2c(=S)[nH]c3ccccc3c2=O)C1 (configuration not stated) | 0 | -9 | 10 | -10 | -31 | -5 | 2 | / | -1.5 | 11
O=C(CSc1nnc2ccccn12)Nc1nsc(-c2ccccc2)n1 | 1 | 1 | -30 | 30 | -6 | -9 | 1 | 22 | -0.2 | -5
O=C1COc2ccc(C(=O)COC(=O)CCSc3ccc(Cl)cc3)cc2N1 | 5 | ? | -1 | 1 | -31 | 1 | -5 | -7 | -0.1 | /

Shown as a hit in MITF TRPM1 HTS, among the entries above:
SMILES | CAL PDZ FP-1 | dFosB act | SR-BI HDL uptake | SR-BI uptake up | PfHsp90 set2 | PvdQ inh | NSD2 inh | MITF TRPM1 HTS | CAL PDZ FP-2 | Rtt109 Vps75
COc1cc(C)ccc1OCCOc1ccccc1Cl | -4 | -13 | 4 | -4 | -18 | -10 | -2 | 90* | -0.3 | -1
COc1cccc(NC(=O)C(=O)NCCC2CCCCN2S(=O)(=O)c2cccs2)c1 (configuration not stated) | 3 | 1 | 20 | -20 | 4 | 4 | -1 | 96* | -2.6 | 12

Screening results deposited in PubChem BioAssay by Broad Institute.

Not a hit list (roughly 4.3% active in at least one column).
